TRPN1 ag: zebrafish TRPN1 (NompC) channel agonism; 220,000 tested, 0.18% active; HEK293 zebrafish TRPN1-YFP, Fluo-8 calcium fluorescence; 100% = response to 87 µM carbachol; AID 1424; activation, % at 3 µM;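 active means activation above its plate's cutoff, the mean activation of test wells on that plate plus 3 SD, cut at about 19% in these data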;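 further: 0% = DMSO alone and 100% = 87 µM carbachol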
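Assay system: Zebrafish TRPN1-YFP in HEK293 cells | Incubation: Dye loading 1 h at 37 °C, then 30 min room temperature | Measured by: Kinetic Fluo-8 fluorescence, ex 470-495, em 515-575 nm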
RBBP9 inhibitor: blocks human serine hydrolase RBBP9. recombinant RBBP9, FP-Rh probe fluorescence polarization. inhibition, % at 7.94 µM. 220,000 tested, 0.2% active. AID 1515;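 active means inhibition above the campaign mean of all tested compounds plus 3 SD, cut at about 14% in these data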;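 further: plate controls were DMSO wells with RBBP9 for no effect and wells lacking RBBP9 protein for full effect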
Target sequence (O75884 whole entry, looked up): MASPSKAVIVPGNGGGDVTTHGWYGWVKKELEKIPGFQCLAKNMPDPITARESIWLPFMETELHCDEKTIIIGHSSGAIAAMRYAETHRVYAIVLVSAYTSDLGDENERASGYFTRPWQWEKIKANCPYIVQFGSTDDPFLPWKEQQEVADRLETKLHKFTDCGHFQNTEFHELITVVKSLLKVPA
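Material: RBBP9 protein. Amount: RBBP9 at 2.5 µM in dispensed solution, before mixing. Schedule: 30 min then 45 min, 25 °C. Medium: Tris buffer pH 8.0, NaCl, Pluronic. Measured by: fluorescence polarization. Measure: percent inhibition from mP, scaled between DMSO and no-protein wells. Replication: one well per compound.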
Wee1 degr inh: inhibitors of human Wee1 degradation; 220,000 tested, 1.2% active; HeLa Luc-Wee1K328M stability, luciferase luminescence; 100% = proteasome inhibitor MG132 effect; P30291; AID 1321; reporter increase, % at 5 µM;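 active means activation above the mean of all tested compounds plus 3 SD, set per screening run, cut at about 8.8% in these data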;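 further: cells exposed to compound for 20 h before luminescence read; 0% = DMSO alone and 100% = MG132 at 30 µM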
Target sequence (P30291 whole entry K328M): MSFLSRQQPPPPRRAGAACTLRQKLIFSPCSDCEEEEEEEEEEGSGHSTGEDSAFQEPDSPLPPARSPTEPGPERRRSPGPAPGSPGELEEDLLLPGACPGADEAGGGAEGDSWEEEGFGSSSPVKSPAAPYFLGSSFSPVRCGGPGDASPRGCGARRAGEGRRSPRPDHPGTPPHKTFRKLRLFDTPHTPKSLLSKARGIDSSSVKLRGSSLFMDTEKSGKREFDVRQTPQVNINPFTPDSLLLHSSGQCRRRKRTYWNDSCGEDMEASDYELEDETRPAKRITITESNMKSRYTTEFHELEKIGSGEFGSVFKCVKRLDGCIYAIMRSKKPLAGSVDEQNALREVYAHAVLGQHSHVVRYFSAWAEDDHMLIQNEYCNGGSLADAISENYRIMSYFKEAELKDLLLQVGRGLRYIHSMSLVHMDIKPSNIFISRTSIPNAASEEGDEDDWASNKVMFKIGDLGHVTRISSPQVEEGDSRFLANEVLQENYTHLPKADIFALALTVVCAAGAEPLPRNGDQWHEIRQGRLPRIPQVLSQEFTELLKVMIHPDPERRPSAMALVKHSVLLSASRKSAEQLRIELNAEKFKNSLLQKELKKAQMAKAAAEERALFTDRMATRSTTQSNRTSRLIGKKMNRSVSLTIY
Ba/F3 V617F tox: lowers viability of Ba/F3 cells expressing EpoR and JAK2V617F. inhibition, % at 5.6 µM. 220,000 tested, 1.1% active. ATP luminescence. AID 1446;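 active means inhibition above the campaign mean plus 3 SD over all tested compounds, cut at about 24% in these data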;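 further: cytokine-independent growth of Ba/F3 cells driven by EpoR plus mutant JAK2; 0% = DMSO-treated cells and 100% = JAK inhibitor I control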
TNF death inh: TNF-alpha cell death inhibition in Jurkat FADD-/- cells | activation (protection from cell death), % at 10 µM | Jurkat FADD-/- TNF necroptosis rescue, ATP luminescence, 24 h; 0 = TNF only, 100 = no-TNF cells | 220,000 tested, 0.068% active;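 active means activation, meaning protection from cell death, of at least 50% relative to plate controls; inactive means activation below 50%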;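 further: necroptosis triggered by 40 ng/mL TNF-alpha added together with compound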
PPC-1+TRAIL kill: PPC-1 cancer cell killing with TRAIL present; cell killing (% activity), % at 4 µM; 220,000 tested, 0.41% active; PPC-1 cells + TRAIL, ATPLite viability luminescence;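 active means cell killing above 50% in the first pass at 4 µM, then a duplicate retest at 5 µM averaging 50% or more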;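 further: plate controls were cells with TRAIL plus DMSO for no effect and medium-only wells lacking cells for full effect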
CHOP inhibitor: blocks CHOP induction under ER stress; inhibition, % at 10 µM; 220,000 tested, 3.8% active; CHO-K1 CHOP-promoter luciferase, tunicamycin-induced, 15-18 h;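 active means compounds that reduced the stress-induced luciferase reporter signal by more than about 70% of percent inhibition, limit read from the data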;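 further: 0% = tunicamycin plus vehicle and 100% = wells without tunicamycin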
BaF3 tox: counter-screen for JAK2V617F inhibitors: parental Ba/F3 viability inhibitors | CellTiter-Glo ATP luminescence | AID 1486 | inhibition, % at 5.6 µM | 220,000 tested, 1.1% active;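 active means inhibition above a per-campaign cutoff, the mean inhibition of all tested compounds plus 3 SD, cut at about 27% in these data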;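 further: 0% = DMSO wells and 100% = JAK Inhibitor I control wells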
TRPML3 ag: human mucolipin-3 channel agonism; Q8TDD5; HEK293 TRPML3-YFP, Fluo-8 calcium fluorescence; 100% = the carbachol control signal; activation, % at 3 µM; 220,000 tested, 0.29% active; AID 1448;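 active means activation above its plate's cutoff, the mean activation of the plate's test wells plus 3 SD, cut at about 12% in these data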;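 further: 0% = DMSO only wells and 100% = carbachol wells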
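Material: HEK293 cells stably carrying human TRPML3-YFP; compound dosing: single dose, 3 µM final nominal compound, 0.3% DMSO final; incubation: 1-h 37 °C dye load, 5-s basal, 120-s post-compound reads; technique: Fluo-8 intracellular calcium fluorescence, excitation 470-495 nm, emission 515-575 nm; read-out basis: percent activation from peak-to-basal fluorescence ratio, scaled between DMSO and carbachol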
The depositor's hits bear a star.

What do the screens show for `O=C(Nc1ccc2c(c1)OCO2)C1CCN(S(=O)(=O)c2cccs2)CC1`?
TRPN1 ag: 0.0; RBBP9 inhibitor: 6.5; Wee1 degr inh: 2.8; Ba/F3 V617F tox: -1.2; TNF death inh: -2.8; PPC-1+TRAIL kill: 9.6; CHOP inhibitor: -16.4; BaF3 tox: 2.9; TRPML3 ag: -0.3

What do the screens show for `CCCC(=O)c1cc(F)c(N2CCN(CCC#N)CC2)cc1C`?
TRPN1 ag: 1.2; RBBP9 inhibitor: -3.7; Wee1 degr inh: 3.2; Ba/F3 V617F tox: -0.6; TNF death inh: 0.3; PPC-1+TRAIL kill: -11.4; CHOP inhibitor: -16.8; BaF3 tox: 0.5; TRPML3 ag: 0.6

How did COCCOC(=O)N/C=C\c1nc2ccccc2c(=O)[nH]1 do in these assays?
TRPN1 ag: 1.8; RBBP9 inhibitor: -4.5; Wee1 degr inh: 5.2; Ba/F3 V617F tox: 3.3; TNF death inh: -5.3; PPC-1+TRAIL kill: -5.6; CHOP inhibitor: 5.1; BaF3 tox: 6.5; TRPML3 ag: 0.8

How did COC(=O)c1ccc2c(c1)C(=O)N(C1CCCCC1)C2=O do in these assays?
TRPN1 ag: 0.0; RBBP9 inhibitor: -15.9; Wee1 degr inh: -1.7; Ba/F3 V617F tox: 2.2; TNF death inh: 0.4; PPC-1+TRAIL kill: -5.6; CHOP inhibitor: 58.2; BaF3 tox: 3.5; TRPML3 ag: -0.6

How did O=C(O)CCc1nn2c3ccccc3n(CCO)c2nc1=O do in these assays?
TRPN1 ag: -0.2; RBBP9 inhibitor: 0.3; Wee1 degr inh: -1.5; Ba/F3 V617F tox: 0.6; TNF death inh: 0.2; PPC-1+TRAIL kill: 6.5; CHOP inhibitor: -1.8; BaF3 tox: 6.6; TRPML3 ag: 1.0

How did O=C1c2nc3cc(-c4ccco4)[nH]n3c(=O)c2CN1C1CCCCC1 do in these assays?
TRPN1 ag: 0.5; RBBP9 inhibitor: 7.4; Wee1 degr inh: 5.3; Ba/F3 V617F tox: -0.7; TNF death inh: -0.7; PPC-1+TRAIL kill: 20.6; CHOP inhibitor: -32.5; BaF3 tox: -1.7; TRPML3 ag: 0.5

How did COc1ccc(CNC(=O)c2sc(=S)n(-c3ccc(OC)cc3)c2N)cc1 do in these assays?
TRPN1 ag: -0.3; RBBP9 inhibitor: -1.8; Wee1 degr inh: 3.7; Ba/F3 V617F tox: 2.2; TNF death inh: 1.7; PPC-1+TRAIL kill: 1.9; CHOP inhibitor: 3.8; BaF3 tox: 2.9; TRPML3 ag: -0.2

Results for O=C(O)c1ccc(S(=O)(=O)N2CCCCCC2)cc1 ?
TRPN1 ag: 0.4; RBBP9 inhibitor: -12.8; Wee1 degr inh: 4.5; Ba/F3 V617F tox: -1.9; TNF death inh: 0.5; PPC-1+TRAIL kill: 4.8; CHOP inhibitor: -14.0; BaF3 tox: 6.1; TRPML3 ag: 0.9

How did COc1cccc(C2C(C(=O)c3ccco3)=C(O)C(=O)N2CCN(C)C)c1OC (centres undefined) do in these assays?
TRPN1 ag: 1.1; RBBP9 inhibitor: -0.9; Wee1 degr inh: 5.4; Ba/F3 V617F tox: -0.6; TNF death inh: 1.4; PPC-1+TRAIL kill: 19.6; CHOP inhibitor: 19.7; BaF3 tox: 6.7; TRPML3 ag: 1.1

Results for O=C1CCC(/C=C/c2ccccc2)=NN1Cc1ccc(Cl)c(Cl)c1 ?
TRPN1 ag: 0.4; RBBP9 inhibitor: -7.1; Wee1 degr inh: 1.1; Ba/F3 V617F tox: -2.3; TNF death inh: 0.0; PPC-1+TRAIL kill: 9.7; CHOP inhibitor: 28.6; BaF3 tox: 5.0; TRPML3 ag: 0.7

Results for Cc1ccc(C(=O)N/N=C\c2ccc([N+](=O)[O-])s2)cn1 ?
TRPN1 ag: 0.1; RBBP9 inhibitor: -3.4; Wee1 degr inh: 2.0; Ba/F3 V617F tox: -0.7; TNF death inh: -5.0; PPC-1+TRAIL kill: 5.3; CHOP inhibitor: 3.5; BaF3 tox: -0.8; TRPML3 ag: 1.1

How did CCCC(C)NS(=O)(=O)c1ccc(OC)c(C)c1 (centres undefined) do in these assays?
TRPN1 ag: -1.6; RBBP9 inhibitor: 2.6; Wee1 degr inh: -2.6; Ba/F3 V617F tox: -3.0; TNF death inh: -0.1; PPC-1+TRAIL kill: -10.7; CHOP inhibitor: 33.6; BaF3 tox: 0.0; TRPML3 ag: -0.7

What do the screens show for `COc1cc(/C=N/NC(=O)c2ccc(CSc3nc4ccccc4[nH]3)cc2)ccc1O`?
TRPN1 ag: 1.4; RBBP9 inhibitor: -14.9; Wee1 degr inh: 2.1; Ba/F3 V617F tox: 4.2; TNF death inh: 1.6; PPC-1+TRAIL kill: 21.1; CHOP inhibitor: -0.2; BaF3 tox: 3.7; TRPML3 ag: -0.2

What do the screens show for `O=C(CN1CCN(c2nc(-c3ccc(F)cc3)cs2)CC1)NCc1ccc2c(c1)OCO2`?
TRPN1 ag: 0.7; RBBP9 inhibitor: -1.6; Wee1 degr inh: -2.2; Ba/F3 V617F tox: -1.2; TNF death inh: -0.8; PPC-1+TRAIL kill: 14.0; CHOP inhibitor: -14.7; BaF3 tox: 0.8; TRPML3 ag: -0.5

How did COc1ccc(N2CCN(CCCNC(=O)C3CCCN(S(=O)(=O)c4cnc[nH]4)C3)CC2)cc1 (centres undefined) do in these assays?
TRPN1 ag: 0.8; RBBP9 inhibitor: 1.6; Wee1 degr inh: 0.2; Ba/F3 V617F tox: -3.5; TNF death inh: 1.1; PPC-1+TRAIL kill: 2.8; CHOP inhibitor: 3.6; BaF3 tox: -0.3; TRPML3 ag: 0.5

Results for CC1CC(C#N)N(N(C)C)C1=C(C#N)C#N (centres undefined) ?
TRPN1 ag: -0.4; RBBP9 inhibitor: -5.9; Wee1 degr inh: -1.8; Ba/F3 V617F tox: 0.8; TNF death inh: -0.2; PPC-1+TRAIL kill: 7.9; CHOP inhibitor: 4.8; BaF3 tox: 2.3; TRPML3 ag: 1.6

Results for CC(O)CNCc1ccccc1C(F)(F)F (centres undefined) ?
TRPN1 ag: 1.0; RBBP9 inhibitor: -10.6; Wee1 degr inh: -0.7; Ba/F3 V617F tox: 1.9; TNF death inh: -0.1; PPC-1+TRAIL kill: 5.7; CHOP inhibitor: 13.6; BaF3 tox: 0.9; TRPML3 ag: 0.9

What do the screens show for `O=C(CN1CCOCC1)n1c2ccccc2c2ccccc21`?
TRPN1 ag: -0.7; RBBP9 inhibitor: -5.1; Wee1 degr inh: -1.6; Ba/F3 V617F tox: 0.1; TNF death inh: -1.9; PPC-1+TRAIL kill: -7.8; CHOP inhibitor: 30.9; BaF3 tox: 6.0; TRPML3 ag: -0.5

What do the screens show for `CSc1cccc(NC(=S)N(CCC(C)C)C2CCN(C(C)=O)CC2)c1`?
TRPN1 ag: -0.5; RBBP9 inhibitor: 0.1; Wee1 degr inh: -2.4; Ba/F3 V617F tox: -1.1; TNF death inh: 1.0; PPC-1+TRAIL kill: 0.0; CHOP inhibitor: 8.1; BaF3 tox: 3.4; TRPML3 ag: 0.5

How did O=C(CSc1nnc(Cn2c(=O)sc3ccccc32)n1-c1ccccc1)NCc1ccco1 do in these assays?
TRPN1 ag: 0.3; RBBP9 inhibitor: -6.7; Wee1 degr inh: -1.4; Ba/F3 V617F tox: 0.4; TNF death inh: 0.4; PPC-1+TRAIL kill: -13.5; CHOP inhibitor: -20.9; BaF3 tox: 2.6; TRPML3 ag: 0.0

Results for C=CCn1c(SCC(=O)NNC(=O)Nc2cccc(Cl)c2)nnc1-c1ccccc1 ?
TRPN1 ag: -2.2; RBBP9 inhibitor: 4.0; Wee1 degr inh: 1.9; Ba/F3 V617F tox: 1.4; TNF death inh: 1.7; PPC-1+TRAIL kill: 15.9; CHOP inhibitor: 5.6; BaF3 tox: -0.3; TRPML3 ag: -0.3

What do the screens show for `CCOC(=O)c1cc(-c2ccc(C)cc2)n(CCC(=O)N2CCN(c3ccccn3)CC2)c1C`?
TRPN1 ag: -2.1; RBBP9 inhibitor: 4.0; Wee1 degr inh: -0.6; Ba/F3 V617F tox: 3.9; TNF death inh: 1.5; PPC-1+TRAIL kill: -12.8; CHOP inhibitor: 35.3; BaF3 tox: 7.8; TRPML3 ag: -0.4

Results for CC(C)NC(NC(=O)/C=C/c1ccccc1)C(Cl)(Cl)Cl (centres undefined) ?
TRPN1 ag: 1.6; RBBP9 inhibitor: -5.9; Wee1 degr inh: 2.1; Ba/F3 V617F tox: 1.1; TNF death inh: 1.0; PPC-1+TRAIL kill: 1.4; CHOP inhibitor: -17.1; BaF3 tox: 5.5; TRPML3 ag: 0.1

What do the screens show for `COC(=O)C1=CN(Cc2cccs2)C=C(C(=O)OC)C1c1cccc(Cl)c1`?
TRPN1 ag: -0.1; RBBP9 inhibitor: -6.8; Wee1 degr inh: 3.6; Ba/F3 V617F tox: 3.6; TNF death inh: -0.5; PPC-1+TRAIL kill: 12.9; CHOP inhibitor: 0.4; BaF3 tox: 7.6; TRPML3 ag: -0.5

How did CCOC(=O)c1csc(NC(=O)CSc2nnnn2-c2ccc(OCC)cc2)n1 do in these assays?
TRPN1 ag: 1.1; RBBP9 inhibitor: 0.8; Wee1 degr inh: -1.2; Ba/F3 V617F tox: -4.0; TNF death inh: 1.5; PPC-1+TRAIL kill: -1.4; CHOP inhibitor: 64.8; BaF3 tox: 2.6; TRPML3 ag: 0.3

What do the screens show for `COc1ccc(OC)c(/C=N/n2c(-c3n[nH]c4c3CCC4)n[nH]c2=S)c1`?
TRPN1 ag: -0.8; RBBP9 inhibitor: 4.8; Wee1 degr inh: 0.7; Ba/F3 V617F tox: -0.4; TNF death inh: 0.5; PPC-1+TRAIL kill: -2.4; CHOP inhibitor: 10.8; BaF3 tox: -1.7; TRPML3 ag: -0.1

How did CC(SC1=NCCS1)C(=O)Nc1nnc(-c2ccc(F)cc2)s1 (centres undefined) do in these assays?
TRPN1 ag: 3.6; RBBP9 inhibitor: -9.6; Wee1 degr inh: 1.1; Ba/F3 V617F tox: -1.9; TNF death inh: 6.5; PPC-1+TRAIL kill: -17.2; CHOP inhibitor: 63.8; BaF3 tox: 4.7; TRPML3 ag: 0.9

Results for Cn1nc(-c2ccccc2)c(C(=O)NC(C(=O)O)c2ccccc2)c1Cl (centres undefined) ?
TRPN1 ag: -0.3; RBBP9 inhibitor: -7.8; Wee1 degr inh: 5.9; Ba/F3 V617F tox: -0.5; TNF death inh: 0.0; PPC-1+TRAIL kill: 10.1; CHOP inhibitor: -3.8; BaF3 tox: 6.9; TRPML3 ag: 0.4

Results for Cc1cccc(NC(=O)CSc2n[nH]c(-c3ccncc3)n2)c1 ?
TRPN1 ag: -0.5; RBBP9 inhibitor: -3.3; Wee1 degr inh: -0.5; Ba/F3 V617F tox: -1.9; TNF death inh: 0.8; PPC-1+TRAIL kill: 9.7; CHOP inhibitor: 5.2; BaF3 tox: 0.8; TRPML3 ag: -0.9
